Bioassay records as filed in PubChem.
N370S GC – inhibitors or activators of N370S glucocerebrosidase for Gaucher disease; P04062; N370S GC spleen homogenate, 4MU-glucoside fluorescence; Potency, µM (series often up to 59.4 µM), inactives show at the top dose activity change, negative = inhibition, actives largely listed as inhibitors; actives 0.092% (n = 330,000);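 further: 0% = full enzyme activity and -100% = no enzyme basal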
KAT2A inh – blocks human GCN5L2 histone acetyltransferase; GCN5L2 HAT assay, ThioGlo1 CoA-SH fluorescence; Q92830; actives 0.21% (n = 390,000); Potency, µM (highest dose often 58.9 µM), for inactives: at the top dose activity change, negative = inhibition, actives largely listed as inhibitors
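Free CoA generated was detected with ThioGlo1 (50uM) fluorescence at Ex340nm/Em540nm, read immediately and after 20 min at room temperature. Enzyme, 20 nM in HEPES pH 7.5 buffer, saw compounds 15 min before adding 75uM H3(1-25) peptide and 70uM acetyl-CoA.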
FEN1 inhibitor – human FEN1 inhibition; P39748; Recombinant FEN1 flap cleavage, fluorescence, 15 min; Potency, µM (top dose mostly 114 µM), without a hit: at the highest dose activity change, negative = inhibition, usual class: inhibitors; actives 0.35% (n = 390,000); AID 588795; further: nearly all actives have a fitted effect of over 65% in size
Target sequence (P39748 whole entry, looked up): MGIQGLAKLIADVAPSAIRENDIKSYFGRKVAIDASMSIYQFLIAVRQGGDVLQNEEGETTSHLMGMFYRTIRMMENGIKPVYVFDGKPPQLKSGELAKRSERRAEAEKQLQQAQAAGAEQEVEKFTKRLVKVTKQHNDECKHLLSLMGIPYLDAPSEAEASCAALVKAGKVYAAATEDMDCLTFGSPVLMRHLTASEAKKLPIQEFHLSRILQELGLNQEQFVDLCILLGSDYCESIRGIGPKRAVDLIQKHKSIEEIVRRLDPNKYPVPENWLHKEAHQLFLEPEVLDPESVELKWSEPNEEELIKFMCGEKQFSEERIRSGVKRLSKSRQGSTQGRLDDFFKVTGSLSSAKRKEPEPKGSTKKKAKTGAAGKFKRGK
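Quantitative HTS format: each compound was titrated, incubated with 10 nM nuclease for 15 min at room temperature, then challenged with flap substrate at 50 nM final. Signal change over 15 min gave concentration–effect curves.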
The depositor's hits bear a star; ? = inconclusive; . = not tested or not shown; & = joins results of further samples. The call rests on the fitted dose curve; in most records, active means well fitted curve in the direction sought with a large enough effect; inconclusive means small, poorly fitted or top-dose-only effect, or another doubt; inactive means no such curve, though single readings can be large; an effect the other way counts as inactive or inconclusive. Unless noted, on the % scale 0 is the no-effect control and ±100 the full control effect; potency means the concentration at half of the fitted maximal effect. These rows are one share of the data; count on the stated rates, not on these rows.

SMILES	N370S GC	KAT2A inh	FEN1 inhibitor
CC(=O)NC(N(C#N)c1nc(Cl)nc(N(C)C)n1)C(Cl)(Cl)Cl (stereo not given)	-2%	-4%	-1%
O=C(Nc1cc(Cl)ccc1Cl)c1cc(S(=O)(=O)NCCc2ccccc2)ccc1F	.	5%	-1%
O=C(NCCCn1ccnc1)c1sc2cccc(F)c2c1Cl	-15%	-3%	-12%
Cc1c(NC(=O)c2ccc(Cl)s2)c(=O)n(-c2ccccc2)n1C	0%	-2%	0%
O=C1CCCN1Cc1ncnn1-c1ccccc1	-4%	-6%	-9%
CN(Cc1ccc(OC(F)F)cc1)C(=O)c1ccc(S(=O)(=O)N(C)c2ccccc2)cc1	.	-6%	-1%
O=C(Cn1ccnc1[N+](=O)[O-])NCc1ccccc1	-3%	3%&0%	-3%
O=S(=O)(Cc1ccccc1)N1CCN(Cc2ccc(F)cc2Cl)CC1	-3%	-19%	-14%
CCn1c(CNC(=O)c2ccco2)nnc1SCC(=O)c1ccc(F)cc1	-4%	-4%	5%
COc1ccc(Cl)cc1NC(=O)COC(=O)C1=NNC(=O)CC1	.	-4%	0%
Cc1cccc(N2CCN(S(=O)(=O)c3ccc4c(c3)C(C)(C)C(=O)N4C)CC2C)c1 (stereo not given)	-13%	-8%	1%
CCC(=O)N1CCN(c2cc(C)ccc2C)CC1	-2%	?	-3%
COc1cccc(N(C(=O)Cn2nnc(-c3ccc(C)o3)n2)C(C(=O)NC(C)(C)C)c2cccs2)c1 (stereo not given)	1%	-1%	-7%
COc1ccc2[nH]c3c(c2c1)CCN1C(=O)C(CC(=O)NCCc2ccccn2)C[C@H](C(=O)N(C(C)C)C(C)C)[C@@]31C (stereo not given in full)	.	1%	-7%
O=C(Nc1ccccc1F)C(Cc1ccccc1)n1cccc1 (stereo not given)	.	-7%	4%
CCOC(=O)c1c(NC(=O)CSc2nnc3c(Cl)cc(Cl)cn23)sc2c1CCC2	1%	-12%	-8%
COc1ccc(NC(=O)C2CC(=O)N(c3cc(C)ccc3C)C2)cc1 (stereo not given)	-23%	0%	1%
Cc1c(Cl)cccc1NC(=O)Cn1cc2c(n1)CCCC2	.	-1%	-7%
S=C(Nc1ccc(Br)cc1)Nc1ccc2c(c1)OCCO2	7%	0%	-7%
O=C(Nc1ccccc1F)Oc1cccc(OC(=O)Nc2ccccc2F)c1	0%	0%	0%
CCC(C)c1ccc2oc(-c3ccc(NC(=O)c4cc5ccccc5o4)cc3)nc2c1 (stereo not given)	.	-9%	-5%
COc1ccc(NC(=O)CCc2nc3c(C)nn(-c4ccc(C)cc4)c3n(C)c2=O)c(OC)c1	.	4%	23%
CCCCN(C)CCNC(=O)C(NC(=O)C1CCC(C)CC1)C(C)C (stereo not given)	-8%	-2%	2%
OCCNCC(O)Cn1c2ccccc2c2ccccc21 (stereo not given)	-5%	-4%	4%

Pulled one by one from the entries so far, 4 records:
SMILES	N370S GC	KAT2A inh	FEN1 inhibitor
CCOC(=O)c1c(NC(=O)CSc2nnc3c(Cl)cc(Cl)cn23)sc2c1CCC2	1%	-12%	-8%
O=C(Cn1ccnc1[N+](=O)[O-])NCc1ccccc1	-3%	3%&0%	-3%
CCCCN(C)CCNC(=O)C(NC(=O)C1CCC(C)CC1)C(C)C (stereo not given)	-8%	-2%	2%
CCC(=O)N1CCN(c2cc(C)ccc2C)CC1	-2%	?	-3%

(next part)
SMILES	N370S GC	KAT2A inh	FEN1 inhibitor
Cc1nc2cc(C(F)(F)F)ccc2n1C	-1%	0%	13%
Cc1c(Cl)cccc1S(=O)(=O)Nc1ccnn1C	0%	-1%	2%
O=C(CCNC(=O)OCC1c2ccccc2-c2ccccc21)NOCc1ccccc1	.	-3%	-22%
Cn1c(-c2ccccc2)cnc1SCc1nc2ccccc2c(=O)[nH]1	-2%	-16%	-10%
O=c1c2nccnc2[nH]c(=S)n1Cc1ccccc1Cl	2%	-8%	-23%
CCN(CC(=O)Nc1c(F)cccc1F)C(=O)c1cc([N+](=O)[O-])ccc1N1CCOCC1	-9%	-27%	5%
CCC(C)N(C(=O)COc1ccc(Br)cc1C=O)C1CCS(=O)(=O)C1 (stereo not given)	-1%	-14%	8%
COc1ccc(-n2cc(C(=O)NCc3ccc(Cl)cc3)c3ccccc3c2=O)cc1	.	6%	1%
Cc1cc(=O)oc2cc(OCC(=O)N3CCCC3)c(Cl)cc12	.	0%	-20%
CCN(C[C@H]1N[C@@](C)(C(=O)OC)[C@H]2C(=O)N(Cc3ccccc3)C(=O)[C@@H]12)C(=O)COC	.	-3%	-9%
O=C(CCS(=O)(=O)c1ccccc1)Nc1ccc(Cl)cn1	-12%	-3%	1%
CCCCCCNC(=O)Nc1ccccc1	13%	0%	-1%

Brought forward from above: seven compounds; new compounds follow.
SMILES	N370S GC	KAT2A inh	FEN1 inhibitor
CCN(CC(=O)Nc1c(F)cccc1F)C(=O)c1cc([N+](=O)[O-])ccc1N1CCOCC1	-9%	-27%	5%
CCC(C)N(C(=O)COc1ccc(Br)cc1C=O)C1CCS(=O)(=O)C1 (stereo not given)	-1%	-14%	8%
COc1ccc(-n2cc(C(=O)NCc3ccc(Cl)cc3)c3ccccc3c2=O)cc1	.	6%	1%
Cc1cc(=O)oc2cc(OCC(=O)N3CCCC3)c(Cl)cc12	.	0%	-20%
CCN(C[C@H]1N[C@@](C)(C(=O)OC)[C@H]2C(=O)N(Cc3ccccc3)C(=O)[C@@H]12)C(=O)COC	.	-3%	-9%
O=C(CCS(=O)(=O)c1ccccc1)Nc1ccc(Cl)cn1	-12%	-3%	1%
CCCCCCNC(=O)Nc1ccccc1	13%	0%	-1%
O=C(CSc1nnc(-c2ccco2)n1Cc1ccccc1)NCc1ccccc1	4%	2%	0%
CN(C)CCCNc1ncnc2c1cnn2-c1ccccc1	-27%	-19%	22%
O=S(=O)(CCN1CCOCC1)c1ccc(OC(F)(F)F)cc1	0%	-4%	-11%
CCC(Sc1nc2c(sc3ccccc32)c(=O)n1CCCC(=O)NC1CCCC1)C(=O)Nc1cccc(OC)c1 (stereo not given)	.	-8%	34%
Cc1nc2c(c(C)c1CCC(=O)NCc1ccc(Cl)cc1)c(=O)n(C)c(=O)n2C	.	-4%	?
Cc1ccc(C(=O)NCC(c2cccs2)S(=O)(=O)c2cccs2)cc1 (stereo not given)	.	-5%	5%
COc1ccc(C)cc1NC(=O)CCC(=O)Nc1nnc(C2CCCCC2)s1	4%	-6%	-1%
CNC(=S)NNc1nc(N2CCOCC2)nc(N2CCOCC2)n1	0%	-8%	-10%
NC(=O)c1cc2ccc(O)cc2oc1=Nc1ccccc1	?	-6%	0%
COc1ccc2c(c1)CC(C(=O)NCCCN1CCN(c3ccc(F)cc3)CC1)CO2 (stereo not given)	.	2%	-4%
CCOc1ccc(-n2ccnc(SCC(=O)Nc3cccc(OC)c3)c2=O)cc1	-15%	?	-10%
O=C(Nc1ccccc1Cl)NC1CCCCCCC1	-5%	2%	7%
CC(=O)c1ccc(OCc2cc(C(=O)NCCN3CCCC(O)C3)no2)cc1 (stereo not given)	7%	-2%	-1%
O=C(N/N=C/c1c(O)ccc2ccccc12)c1ccc[n+](CCO)c1	-5%	-7%	-1%
CCOc1ccccc1C1CC(=O)Nc2cc(OC)c(OC)cc21 (stereo not given)	1%	-3%	4%
O=C(N/N=C/c1ccc([N+](=O)[O-])o1)c1sc2ccccc2c1Cl	12%	-20%	40µM*
CCC1CN(C(=O)N2CCC(C(=O)NCc3ccc(C)o3)CC2)c2ccccc2O1 (stereo not given)	-2%	-1%&-7%	-7%&24%
COc1ccc(/C=C(\C#N)C(=O)NCc2cccnc2)cc1OC	0%	0%	-16%
O=C(Nc1ccccc1F)c1ccc(S(=O)(=O)NCC2CCCO2)cc1 (stereo not given)	17%	-6%	-3%
CC(C)[C@H]1COCCS(=O)(=O)N1Cc1ccccc1-c1cccc2c1oc1ccccc12	.	-12%	0%
CC(C)C(C(=O)N1CCN(Cc2ccccc2)CC1)c1ccccc1 (stereo not given)	10%	-27%	4%
COc1ccc(NC(=O)COC(=O)C2CCCCC2)c([N+](=O)[O-])c1	-19%	-3%	-12%
Cc1ccnc(NS(=O)(=O)c2ccccc2)n1	-13%	-12%	-3%
COCC(=O)Nc1ccc2nc3n(c(=O)c2c1)CCCCC3	-8%	-6%	0%
CCn1cc(Br)c(C(=O)N2CCN(c3ccccc3)CC2)n1	-28%	.	15%
Cc1ccccc1NC(=O)CCc1nnc2ccc(N3CCC4(CC3)OCCO4)nn12	-14%	0%	7%
Cc1cccc(NC(=S)NNc2ncc(C(F)(F)F)cc2Cl)c1	-9%	-3%	-18%
Cc1nc2ccc(NC(=O)c3cccc(S(=O)(=O)N(C)c4ccccc4)c3)cc2s1	0%	-9%	3%
CC(C)N1C(=O)/C(=C\c2nc3ccccc3c(=O)n2-c2ccccc2)c2ccccc21	?	-9%	-2%
Cc1ccc2nsnc2c1S(=O)(=O)Nc1cccc2nsnc12	6%	-8%	-7%
O=C(NCCc1c[nH]c2ccccc12)c1ccc(Cl)cc1	10%	-5%	-5%
Cc1ccc(S(=O)(=O)N2CCCCC2)cc1NC(=O)COc1ccccc1	.	-3%	-7%
O=C(CCc1c[nH]c2ccccc12)NCCc1ccc(Cl)cc1	-16%	-4%	-5%
COc1ccc(N2CCN(c3nc4ccc(C)cc4n4nnnc34)CC2)cc1	.	-5%	-6%
Cc1ccc(-n2nc(C)c3c(C)c(CCC(=O)NCc4ccccc4)c(C)nc32)cc1	2%	-3%	0%
CC(C)(C)C1CCC(=NNC(=O)C(=O)NC2CCCCC2)CC1 (stereo not given)	5%	-5%	0%
COc1ccc(-c2nn(-c3ccccc3)cc2/C=N/Nc2ccc(S(N)(=O)=O)cc2[N+](=O)[O-])cc1OC	-12%	-6%	-11%
COc1ccc2c(c1)O[C@@H](c1cccc(C(F)(F)F)c1)[C@H](OC(=O)NCCc1ccc(OC)c(OC)c1)C2=O	18%&2%	-19%	.
O=c1nccc(NCc2ccco2)[nH]1	-11%	-3%	9%&-12%
O=C(COc1ncnc2scc(-c3ccc(Cl)cc3)c12)NCc1ccco1	3%	3%	5%
CC1CCN(C(=O)Cn2c(=O)c3cccn3c3ccccc32)CC1	-4%	3%	-6%
O=C(NNC(=O)c1ccccc1Br)c1ccncc1	-12%	0%	6%
COc1cc(C(=O)COC(=O)c2ccco2)cc(OC)c1OC	.	-3%	7%
COc1ccccc1N(CC(=O)NCC1CCCO1)C(=O)Cn1nnc(-c2cccs2)n1 (stereo not given)	0%	1%	11%
COc1ccc(/C=C/C(=O)OCC(=O)Nc2ccc3c(c2)OCO3)cc1	.	1%	21%
CN(C)S(=O)(=O)c1cccc(NC(=O)COC(=O)/C=C/c2ccco2)c1	1%	-9%	-6%
O=C(c1cc(S(=O)(=O)N2CCCC2)c[nH]1)N1CCN(c2cccc(Cl)c2)CC1	.	-1%	-12%
COc1cccc(-c2nc(N)nc(SC)c2C#N)c1	-7%	-6%	-3%
Cc1cccc(C(=O)NC(C(=O)Nc2cccc(S(=O)(=O)N3CCCC3)c2)C(C)C)c1 (stereo not given)	.	-6%	-15%
CCOc1ccc(C(CC(=O)O)NS(=O)(=O)c2ccc(C)cc2)cc1OC (stereo not given)	?	-9%	7%
COc1ccc(CN(C(=O)c2cccc(OC)c2)C2CCS(=O)(=O)C2)cc1 (stereo not given)	2%	-10%	-4%
CCNc1nc(NCC)n2c(SCC(=O)Nc3cccc(Cl)c3)nnc2n1	-1%	-15%	-4%
Cc1cccc(C2NC(=O)c3c(sc4c3CCN(C)C4)N2)c1O (stereo not given)	.	17%	-11%
Cc1nnc(NC(=O)c2ccc(S(=O)(=O)N3CC(C)CC(C)C3)cc2)o1 (stereo not given)	-6%	-4%	-16%
Cc1cc(C)n2nc(C(=O)OCC(=O)NNC(=O)c3ccc(Cl)cc3)nc2n1	-3%	-3%	4%
C/C(Cc1ccccc1)=N\NC(=O)CNC(=O)c1ccccc1O	-16%	-11%	6%
Cc1ccc(NC(=O)CSCC(=O)N2CCOCC2)cc1	21%	3%	2%
Cc1cc(=O)nc2c3ccccc3n(CC(=O)NC(C)c3ccc4c(c3)OCCO4)n12 (stereo not given)	-12%	-4%	-4%
CCC(C)Nc1c2c(nc3c(-c4ccccc4)c(C)nn13)CCC2 (stereo not given)	3%	-9%	-7%
CCOc1ccc(NC(=O)c2ccc(NC(=O)C3CCCO3)cc2)cc1 (stereo not given)	-4%	-1%	0%

Remaining list, next part
SMILES	N370S GC	KAT2A inh	FEN1 inhibitor
COc1ccccc1NC(=O)c1ccccc1C(=O)Nc1ccccc1OC	-10%	-20%	1%
Nc1nc(CSCc2ccccc2)nc(N2CCOCC2)n1	0%	1%	-7%
CC1CCc2sc(C(=O)NC3CCCCC3)cc2C1 (stereo not given)	.	-6%	-18%
Cc1nnc(-c2ccco2)c2cn(-c3cccc(Br)c3)nc12	-14%	-14%	-7%
